Rtt109 HAT inh – C. albicans Rtt109 histone acetyltransferase inhibition; Q5AAJ8; purified Rtt109/Vps75, ThioGlo CoA-SH fluorescence, 4 h; inhibition, % at 34.9 µM; hit rate 0.16% among 330,000;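 active = inhibition of at least 50% in every replicate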
Target sequence (Q5AAJ8 whole entry, looked up): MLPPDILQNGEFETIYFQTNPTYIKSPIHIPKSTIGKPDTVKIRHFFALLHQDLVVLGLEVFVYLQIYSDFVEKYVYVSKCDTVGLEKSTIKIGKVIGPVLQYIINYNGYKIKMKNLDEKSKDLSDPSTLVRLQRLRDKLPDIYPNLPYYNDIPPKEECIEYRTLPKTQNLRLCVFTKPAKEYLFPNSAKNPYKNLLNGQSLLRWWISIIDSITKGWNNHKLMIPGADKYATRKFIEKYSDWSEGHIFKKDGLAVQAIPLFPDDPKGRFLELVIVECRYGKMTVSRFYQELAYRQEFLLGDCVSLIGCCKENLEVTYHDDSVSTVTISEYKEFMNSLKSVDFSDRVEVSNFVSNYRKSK
CDK5 p35 inh – blocks human CDK5/p35 kinase activity; Q00535+Q15078; Recombinant CDK5/p35, ADP-Glo luminescence, 60 min; inhibition, % at 10 µM; hit rate 0.01% among 330,000; AID 488839;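 active = highest replicate inhibition of at least 50% and at least 75% of replicates reaching 50%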;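 also: plate controls were DMSO neutral control for no effect and GW8510 at 10 µM for full effect; many of its hits are not listed in these tables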
Target sequence (Q00535 whole entry, looked up): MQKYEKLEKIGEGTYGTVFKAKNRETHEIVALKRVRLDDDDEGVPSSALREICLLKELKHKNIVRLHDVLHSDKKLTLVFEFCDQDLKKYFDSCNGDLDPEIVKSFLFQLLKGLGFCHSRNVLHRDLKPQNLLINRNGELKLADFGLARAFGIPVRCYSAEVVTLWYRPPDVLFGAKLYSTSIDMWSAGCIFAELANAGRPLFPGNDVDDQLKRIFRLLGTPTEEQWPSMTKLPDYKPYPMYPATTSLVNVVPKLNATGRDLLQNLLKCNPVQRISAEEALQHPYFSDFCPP
Target sequence (Q15078 whole entry, looked up): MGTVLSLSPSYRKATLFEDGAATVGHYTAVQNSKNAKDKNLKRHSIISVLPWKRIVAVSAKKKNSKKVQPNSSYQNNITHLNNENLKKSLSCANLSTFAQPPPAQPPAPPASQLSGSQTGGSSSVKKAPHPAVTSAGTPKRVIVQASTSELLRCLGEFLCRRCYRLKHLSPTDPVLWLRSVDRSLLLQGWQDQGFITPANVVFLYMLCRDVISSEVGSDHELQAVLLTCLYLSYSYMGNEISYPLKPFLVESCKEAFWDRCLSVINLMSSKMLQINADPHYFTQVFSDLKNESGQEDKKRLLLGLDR
PfHsp90 set2 – reduces growth (ATP signal) of yeast expressing P. falciparum Hsp90 | S. cerevisiae expressing PfHsp90, BacTiter-Glo ATP, 48 h; yeast lacking PDR1 and PDR3 efflux regulators | inhibition, % at 9.4 µM | hit rate 0.32% among 310,000 | AID 504621;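 active = every replicate shows inhibition above about 80%, whatever the replicate mean, limit read from the data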;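 also: 0% = DMSO neutral controls and 100% = 20 µM radicicol positive controls; yeast relying on Plasmodium falciparum Hsp90 in place of its own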
SUMO Mot1 rescue – inhibitors of SUMOylation pathway: yeast Mot1-301 growth rescue. growth rescue, % at 18.8 µM. S. cerevisiae Mot1-301 growth rescue, ATP luminescence, 38.5C; percent above DMSO median, 100 means doubled. hit rate 1% among 320,000. AID 2716;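 active = every valid replicate shows activation above 250% relative to neutral control wells; inactive = the rest, any valid replicate at or below 250%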;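 also: OY570 slx delta 5 strain wells were the positive control but not used for scaling; some compounds called inactive have numbers as strong as hits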
Cardiac RTF inh – cardiac RTF calcium desensitization; hit rate 0.12% among 340,000; IANBD-labeled cardiac RTF, Ca2+ fluorescence; P19429+P45379; inhibition, % at 7.15 µM;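 active = inhibition above the mean inhibition of all tested compounds plus 3 SD, cut at about 17% in these data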;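 also: assay run at fixed EC70 calcium of 1.6 mM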
LANA DNA inh – blocks KSHV LANA C-terminal domain binding to DNA. MBP-C-LANA/FAM-LBS DNA binding, fluorescence polarization. inhibition, % at 9 µM. hit rate 0.078% among 340,000. AID 504423;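 active = highest replicate inhibition at or above 60% at 9 µM, even if other replicates fall short; inactive = all replicates below 60% inhibition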;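 also: 0% = neutral control wells and 100% = 4 µM acridine orange control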
NSD2 HMT inh – inhibitors of human histone methyltransferase NSD2; O96028; NSD2 peptide methylation, AlphaScreen, 120 min; AID 743445; inhibition, % at 12.5 µM; hit rate 0.54% among 310,000; in the data active = inhibition above about 50%
Keap1 Nrf2 FP – disrupts human Keap1 binding to Nrf2 peptide; inhibition, % at 9.4 µM; hit rate 0.15% among 340,000; Keap1 Kelch-Nrf2 peptide fluorescence polarization, 1536-well; AID 504523; Q14145; in the data active = inhibition above about 12%;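 also: human Keap1 Kelch domain with fluorescein labeled Nrf2 9mer peptide probe; 0% = neutral control wells and 100% = peptide positive control; higher means more block of Keap1 binding to Nrf2 peptide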
PvdQ inh – blocks Pseudomonas aeruginosa PvdQ acylase activity; hit rate 0.063% among 340,000; inhibition, % at 10 µM; purified PvdQ acylase, fluorescence plate reader; in the data active = inhibition above about 30%, passing the limit was not always enough;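 also: 0% = vehicle neutral wells and 100% = reference inhibitor wells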
RTF Ca sens act – increases calcium sensitivity of human cardiac regulated thin filaments; P19429+P45379; IANBD-labeled TnC RTF fluorescence at EC20 calcium; 0% EC20 calcium, 100% full calcium; activation, % at 7.2 µM; hit rate 0.24% among 340,000;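 active = activation above the mean over all tested compounds plus 3 SD, cut at about 30% in these data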;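 also: rise in fluorescence read as greater calcium sensitivity of cardiac thin filaments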
dFosB activator – mouse delta FosB homodimer activation. P13346. purified delta FosB, TAMRA-CDK5 oligo fluorescence polarization; percent of positive-control signal above neutral wells. activation, % at 25 µM. hit rate 0.99% among 340,000. AID 493131;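 active = mean activation above about 17%, with every replicate also reaching it, limit read from the data, passing the limit was not always enough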;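 also: fluorescence polarization rise as delta FosB binds a TAMRA Cdk5 AP-1 oligo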
Numbers without * were called inactive.

CC(=O)c1ccc(OC(=O)C2CC(=O)N(c3cccc(C)c3)C2)cc1 (centres undefined) was read as Rtt109 HAT inh -2, CDK5 p35 inh -1.5, PfHsp90 set2 5, SUMO Mot1 rescue 78, Cardiac RTF inh 0, LANA DNA inh -0.4, NSD2 HMT inh -8, Keap1 Nrf2 FP -13, PvdQ inh 7, RTF Ca sens act 0 and dFosB activator 1.
Screening Cc1ccccc1NS(=O)(=O)c1ccc(C(=O)NCC2(N3CCOCC3)CCCCC2)cc1 returned Rtt109 HAT inh -1, CDK5 p35 inh -0.8, PfHsp90 set2 -1, Cardiac RTF inh -6, LANA DNA inh -2.6, NSD2 HMT inh -2, Keap1 Nrf2 FP 1, PvdQ inh 14, RTF Ca sens act -1 and dFosB activator -4.
For CCc1cccc2c(C(=O)CN3C(=O)NC(C)(c4cccc5ccccc45)C3=O)c[nH]c12 (centres undefined) the results were Rtt109 HAT inh 10, CDK5 p35 inh 0.5, SUMO Mot1 rescue 1, Cardiac RTF inh -11, LANA DNA inh 0.6, NSD2 HMT inh -6, Keap1 Nrf2 FP -4, PvdQ inh -15, RTF Ca sens act 0 and dFosB activator 8.
`COc1ccccc1OCc1nc(-c2ccc([N+](=O)[O-])cc2)no1` gave Rtt109 HAT inh -13, PfHsp90 set2 -23, SUMO Mot1 rescue 1, Cardiac RTF inh 0, LANA DNA inh 1.3, NSD2 HMT inh 1, Keap1 Nrf2 FP 1, PvdQ inh -9, RTF Ca sens act -4 and dFosB activator 3.
For Cc1cc2c(c(=O)n1Cc1cccnc1)C(c1ccccc1)C(C#N)=C(N)O2 (centres undefined) the results were Rtt109 HAT inh -4, CDK5 p35 inh -0.2, PfHsp90 set2 3, SUMO Mot1 rescue 6, Cardiac RTF inh -8, LANA DNA inh -0.6, NSD2 HMT inh 4, Keap1 Nrf2 FP -7, PvdQ inh -8, RTF Ca sens act 9 and dFosB activator 3.
For CCOC(=O)c1ccc(NC(=O)N2CCN(c3ccccc3OC)CC2)cc1 the results were CDK5 p35 inh 1.6, PfHsp90 set2 -4, SUMO Mot1 rescue -2, Cardiac RTF inh -31, LANA DNA inh -0.7, NSD2 HMT inh -2, Keap1 Nrf2 FP -4, PvdQ inh -11, RTF Ca sens act 4 and dFosB activator -3.
`Cn1c(CN2CCCC2)c(C#N)c2ccccc21` gave Rtt109 HAT inh 0, CDK5 p35 inh -0.3, PfHsp90 set2 -4, Cardiac RTF inh -1, LANA DNA inh -0.4, NSD2 HMT inh -1, Keap1 Nrf2 FP -4, PvdQ inh -1, RTF Ca sens act 1 and dFosB activator -1.
For COc1ccc(C2C(C(=O)N3CCN(c4ccccc4)CC3)c3ccccc3C(=O)N2C)cc1OC (centres undefined) the results were Rtt109 HAT inh 5, CDK5 p35 inh 1.1, SUMO Mot1 rescue 0, Cardiac RTF inh -19, LANA DNA inh -0.4, NSD2 HMT inh 4, Keap1 Nrf2 FP 1, PvdQ inh -12, RTF Ca sens act 5 and dFosB activator 0.
COc1ccccc1NS(=O)(=O)c1cc(NC(=O)c2cccnc2)ccc1N1CCCCC1 was read as Rtt109 HAT inh -13, CDK5 p35 inh 0.2, SUMO Mot1 rescue 21, Cardiac RTF inh 1, LANA DNA inh -1.4, NSD2 HMT inh 3, Keap1 Nrf2 FP -3, PvdQ inh -6, RTF Ca sens act -7 and dFosB activator 4.
Screening CCN(CC(=O)Nc1ccccc1OC)C(=O)c1cccc(-n2cccc2)c1 returned Rtt109 HAT inh -3, CDK5 p35 inh 0.9, PfHsp90 set2 -3, SUMO Mot1 rescue 10, Cardiac RTF inh -1, LANA DNA inh -2.2, NSD2 HMT inh 5, Keap1 Nrf2 FP -8, PvdQ inh -13, RTF Ca sens act -1 and dFosB activator -7.
Screening COc1ccccc1/C=C/C(=O)OCC(=O)Nc1cc(C(F)(F)F)ccc1N1CCOCC1 returned Rtt109 HAT inh 3, CDK5 p35 inh 1.1, PfHsp90 set2 11, Cardiac RTF inh -2, LANA DNA inh 0.1, NSD2 HMT inh 2, Keap1 Nrf2 FP 4, PvdQ inh 5, RTF Ca sens act -4 and dFosB activator -2.
For COc1ccccc1CCC(=O)OCC(=O)c1c(N)n(CC(C)C)c(=O)n(C)c1=O the results were Rtt109 HAT inh 7, CDK5 p35 inh -0.6, PfHsp90 set2 -7, SUMO Mot1 rescue 9, Cardiac RTF inh -3, LANA DNA inh 1.5, NSD2 HMT inh -3, Keap1 Nrf2 FP -5, PvdQ inh -12, RTF Ca sens act -7 and dFosB activator -6.
Screening COc1ccc(/C=N/N2CCN(c3ccccc3OC)CC2)cc1OC returned Rtt109 HAT inh 10, CDK5 p35 inh -2.1, PfHsp90 set2 15, SUMO Mot1 rescue -6, Cardiac RTF inh 3, LANA DNA inh -2.8, NSD2 HMT inh 12, Keap1 Nrf2 FP -1, PvdQ inh 10, RTF Ca sens act -1 and dFosB activator -7.
`COc1cc2c(cc1OC)C[N+](C)(C)CC2` gave Rtt109 HAT inh -8, CDK5 p35 inh -1.1, PfHsp90 set2 -6, SUMO Mot1 rescue 0, Cardiac RTF inh 0, LANA DNA inh -0.1, Keap1 Nrf2 FP -3, PvdQ inh -8, RTF Ca sens act 6 and dFosB activator -5.
CC1CN(CC(O)c2ccc(Br)cc2)CCO1 (centres undefined) was read as Rtt109 HAT inh 0, CDK5 p35 inh 3.5, PfHsp90 set2 -12, Cardiac RTF inh 4, LANA DNA inh -1.0, NSD2 HMT inh 1, Keap1 Nrf2 FP -2, PvdQ inh 9, RTF Ca sens act 1 and dFosB activator -1.
`CCn1cc(S(=O)(=O)c2ccc(OC)cc2)c(=O)c2cc(F)c(N3CCN(C)CC3)cc21` gave Rtt109 HAT inh 1, CDK5 p35 inh 0.5, PfHsp90 set2 -9, SUMO Mot1 rescue 1, Cardiac RTF inh 3, LANA DNA inh -0.5, NSD2 HMT inh 4, Keap1 Nrf2 FP -2, PvdQ inh 3, RTF Ca sens act -5 and dFosB activator -3.
NNC(=O)c1ccc(OCC2CC(c3ccc(Cl)cc3)=NO2)cc1 (centres undefined) was read as Rtt109 HAT inh 3, CDK5 p35 inh 0.7, PfHsp90 set2 16, SUMO Mot1 rescue -18, Cardiac RTF inh -8, LANA DNA inh -0.5, NSD2 HMT inh -4, Keap1 Nrf2 FP -2, PvdQ inh -11, RTF Ca sens act 7 and dFosB activator -4.
O=C(NCc1cccnc1)c1ccc(N2CCOCC2)c([N+](=O)[O-])c1 was read as Rtt109 HAT inh -5, CDK5 p35 inh 0.0, PfHsp90 set2 -6, SUMO Mot1 rescue -11, Cardiac RTF inh 4, LANA DNA inh -0.4, NSD2 HMT inh -4, Keap1 Nrf2 FP 5, PvdQ inh -8, RTF Ca sens act -3 and dFosB activator 1.
CCOc1cc(-c2cc(-c3ccc(NC(C)=O)cc3)nc(N)c2C#N)ccc1O was read as Rtt109 HAT inh 1, CDK5 p35 inh -0.7, PfHsp90 set2 -1, SUMO Mot1 rescue 4, Cardiac RTF inh 4, LANA DNA inh 0.2, NSD2 HMT inh -9, Keap1 Nrf2 FP 0, PvdQ inh 7, RTF Ca sens act -3 and dFosB activator -1.
For O=C(CN1CCN(S(=O)(=O)c2cccc(Cl)c2)CC1)N1CCCCC1 the results were Rtt109 HAT inh 1, CDK5 p35 inh -4.2, SUMO Mot1 rescue -15, Cardiac RTF inh -5, LANA DNA inh 0.8, NSD2 HMT inh -1, Keap1 Nrf2 FP -5, PvdQ inh -11, RTF Ca sens act 5 and dFosB activator -1.
Screening N#Cc1cccc(C#N)c1Oc1ccc(S(=O)(=O)Nc2ccc(Cl)cc2)cc1 returned Rtt109 HAT inh 8, CDK5 p35 inh -0.7, PfHsp90 set2 3, SUMO Mot1 rescue 0, Cardiac RTF inh -8, LANA DNA inh -0.2, NSD2 HMT inh 2, Keap1 Nrf2 FP -4, PvdQ inh -17, RTF Ca sens act 4 and dFosB activator -7.
Screening CC1(C)C(=O)Nc2ccccc2N1C(=O)COC(=O)CNS(=O)(=O)c1ccc(F)c(F)c1F returned Rtt109 HAT inh 3, CDK5 p35 inh -11, PfHsp90 set2 -6, SUMO Mot1 rescue -1, Cardiac RTF inh -1, LANA DNA inh -1.0, NSD2 HMT inh 1, Keap1 Nrf2 FP -5, PvdQ inh -12, RTF Ca sens act -2 and dFosB activator -14.
Cn1c2c(c3ccccc31)CCN=C2c1ccccc1 was read as Rtt109 HAT inh -3, CDK5 p35 inh -1.4, SUMO Mot1 rescue -10, Cardiac RTF inh -10, LANA DNA inh -1.8, Keap1 Nrf2 FP -4, PvdQ inh -10, RTF Ca sens act -6 and dFosB activator 5.
CC(C)(C)c1ccc(C(=O)NNC(=O)C(=O)N2CCCCC2)cc1 was read as Rtt109 HAT inh -12, CDK5 p35 inh -5.7, SUMO Mot1 rescue -9, Cardiac RTF inh 0, LANA DNA inh -1.8, NSD2 HMT inh 1, Keap1 Nrf2 FP -4, PvdQ inh -14, RTF Ca sens act 3 and dFosB activator -6.
Screening CC1(c2ccccc2)CC(C)(C)N2C(=O)C(=O)c3cccc1c32 (centres undefined) returned Rtt109 HAT inh 33, CDK5 p35 inh 1.5, SUMO Mot1 rescue 168, Cardiac RTF inh -11, LANA DNA inh -1.1, NSD2 HMT inh 26, Keap1 Nrf2 FP -4, PvdQ inh 6, RTF Ca sens act 4 and dFosB activator -9.
`CCN(C(=O)CN1CCN(c2ccccc2)CC1)c1c(N)n(Cc2ccccc2)c(=O)[nH]c1=O` gave Rtt109 HAT inh -12, CDK5 p35 inh 0.1, PfHsp90 set2 3, SUMO Mot1 rescue 11, Cardiac RTF inh -9, LANA DNA inh 0.2, NSD2 HMT inh -6, Keap1 Nrf2 FP 3, PvdQ inh -12, RTF Ca sens act 7 and dFosB activator -3.
C1CN(CC2COC(CN3CCOCC3)CO2)CCO1 (centres undefined) was read as Rtt109 HAT inh -13, CDK5 p35 inh -0.4, PfHsp90 set2 -9, Cardiac RTF inh -16, LANA DNA inh -1.0, NSD2 HMT inh 6, Keap1 Nrf2 FP -4, PvdQ inh -16, RTF Ca sens act -3 and dFosB activator -1.
For Cc1ccc(C)c(N2CCN(C(=O)CCc3nc(-c4ccccc4Br)no3)CC2)c1 the results were Rtt109 HAT inh 1, CDK5 p35 inh -2.5, PfHsp90 set2 -13, Cardiac RTF inh -3, LANA DNA inh -0.1, Keap1 Nrf2 FP 1, PvdQ inh -18, RTF Ca sens act 2 and dFosB activator -9.
CCOC(=O)N1CCN(C(=O)c2cn(CC)c3ccc(S(=O)(=O)N4CCC(C)CC4)cc3c2=O)CC1 was read as Rtt109 HAT inh 7, CDK5 p35 inh -2.9, PfHsp90 set2 4, SUMO Mot1 rescue -8, Cardiac RTF inh 12, LANA DNA inh -0.4, NSD2 HMT inh 8, Keap1 Nrf2 FP -4, PvdQ inh -4, RTF Ca sens act 7 and dFosB activator 0.

Screens (PubChem)
